Compound activity as filed in PubChem.
All columns: NCI-60 one-dose screen, growth in % after 48 h at 10 µM unless noted; 100 = growth as untreated, 0 = no growth, -100 = all killed.
CCRF-CEM: CCRF-CEM leukemia. actives 7% (n = 77,000). AID 1794778
HOP-92: HOP-92 NSCLC cells; actives 6.3% (n = 71,000)
EKVX: EKVX NSCLC; actives 3% (n = 71,000)
MOLT-4: MOLT-4 leukemia cells; actives 6.9% (n = 80,000); AID 1794779
RPMI-8226: RPMI-8226 leukemia cells; actives 7.5% (n = 77,000)
HOP-62: HOP-62 NSCLC; actives 3.9% (n = 80,000); AID 1794735
A549/ATCC: A549/ATCC NSCLC | actives 3.7% (n = 81,000)
M14: M14 melanoma. actives 6.2% (n = 80,000)
The depositor's hits bear a star; · = not tested or not shown; & = joins results of further samples. How the source made its calls: active means growth percent below 10; inactive means the rest.

No.	SMILES	CCRF-CEM	HOP-92	EKVX	MOLT-4	RPMI-8226	HOP-62	A549/ATCC	M14
1	Cc1ccc(C2=Nn3c(C)nnc3SC2)cc1	101	·	92	101	95	109	95	98
2	CCCCN1C(=O)c2c(/C=C/C(=O)OCC)ccc3c(OC)cc(/C=C/C(=O)OCC)c(c23)C1=O	47	59	82	72	25	79	100	73
3	S=c1[nH]c2ccccc2o1	99	99	·	88	103	82	95	96
4	O=C(CSc1ccc(Cl)cc1)NC(O)C(Cl)(Cl)Cl (configuration not stated)	119	·	99	114	102	104	93	107
5	O=S(=O)(NCCCNc1nccc(-c2c(-c3ccc(F)c(O)c3)nc3occn23)n1)c1ccccc1	79	71	101	78	78	102	88	17
6	O=C(C[n+]1ccnc2ccccc21)c1ccc(Cl)cc1	110	85	92	79	92	91	96	99
7	COc1cccc(-c2nc3occn3c2-c2ccnc(NCCCNS(=O)(=O)c3ccc(Br)cc3)n2)c1	42	80	72	42	42	110	83	40
8	Oc1ccccc1-c1nnco1	89	97	107	90	87	82	99	·
9	O=C(/C=C/CN1CCOCC1)Nc1cc2c(Nc3ccc(F)c(Cl)c3F)ncnc2cc1OCCOC(F)F	94	-8.9*	25	69	18	51	41	62
10	O=S(=O)(NCCNc1nccc(-n2cnc3ccccc32)n1)c1ccccc1	96	73	91	94	85	91	104	·
11	CCCN1C=C/C(=C\C(=O)n2ccc3ccccc32)c2ccccc21	73	48	57	77	69	95	85	95
12	O=C(Nc1ccc(NC(=O)c2cc(S(=O)(=O)Nc3ccccc3Cl)c(O)c(O)c2O)cc1)c1cc(S(=O)(=O)Nc2ccccc2Cl)c(O)c(O)c1O	87	113	105	102	93	106	102	110
13	O=C(O)C(Cc1ccccc1)N1C(=O)/C(=C/c2ccncc2)SC1=S (configuration not stated)	95	105	99	107	101	99	103	104
14	COc1ccc(C2C(C#N)=C(N)Oc3n[nH]c(-c4cccs4)c32)cc1I (configuration not stated)	76	88	96	75	79	82	87	90
15	O=c1nc(N[C@@H]2C[C@H](CO)[C@@H](O)[C@H]2O)[nH]c(=O)[nH]1	114	101	97	107	112	105	103	102
16	O/N=C\c1cccc2ccccc12	103	104	96	102	104	94	100	101
17	CN(Cc1ccccc1)c1nc(Cl)c(C2CC(c3ccccc3)=Cc3[nH][nH]c(=O)c32)s1 (configuration not stated)	102	93	100	102	100	102	103	97
18	COc1ccc(/C=N/N=C(/c2ccccc2)c2ccc3nc(-c4ccc(Cl)cc4)[nH]c3c2)cc1	68	106	92	53	49	99	75	75
19	Cc1cc2nc3ccccc3n2c2cc(O)ccc12	90	84	92	84	91	86	99	100
20	O=C(Cn1c(/C=C/c2cccc(Br)c2)nc2ccccc2c1=O)Nc1ccc(Cl)cc1	117	·	97	97	88	87	93	97
21	N/N=C(\c1ccccc1)c1ccc([N+](=O)[O-])cc1	92	90	89	90	85	88	98	88
22	Cn1c(=O)c2c(nc(Br)n2CC(=O)Nc2cccc3ccccc23)n(C)c1=O	104	79	71	98	94	91	102	97
23	CNC(=O)c1cc(Cn2nc(C)c(NC(=O)c3ccc(COc4ccc(C(F)(F)F)cc4C)cc3)c2C)ccn1	69	86	48	36	38	62	51	72
24	O=C1C=C(S(=O)(=O)O)c2ccccc2C1=O	117	117	94	107	111	94	117	115
25	COc1ccc(C2=NN(c3cc(Cl)cc(Cl)c3)C(c3sc(Cl)nc3Cl)C2)cc1 (configuration not stated)	96	92	89	91	91	109	99	98
26	O=c1[nH]cnc(O)c1Nc1cccc(Cl)c1	108&97	103	107&107	116&92	112&99	99&102	121&98	111&98
27	Cc1cc2nnc3c4cccnc4c(C#N)n3c2cc1C	91	·	100	127	130	99	99	108
28	Cc1cccc2c(Cl)c3cccc(C)c3nc12	97	95	93	68	101	85	86	104
29	CCNCCNc1cc(-c2ccc(C#N)cc2)c(C#N)c2nc3ccccc3n12	28	63	76	51	52	57	2.8*	-6.9*
30	O=c1c2c(=NCCN3CCCC3)cc3c(=O)n(CCCN4CCOCC4)c(=O)c4ccc(c(O)n1CCCN1CCOCC1)c2c4-3	1.3*	-4.9*	-13*	2.6*	·	-17*	6.2*	-73*
31	Nc1nc2c(sc3ncn([C@@H]4O[C@H](CO)[C@@H](O)C4(F)F)c32)c(=O)[nH]1	94	85	99	94	95	65	92	80
32	COc1cc(/C=C/C(=O)c2cnn(-c3cc(=O)[nH]c4ccc(C)cc34)c2C)cc(OC)c1OC	-22*	51	-9.4*	-8.1*	-40*	2.3*	6.2*	-51*
33	Brc1ccc(Nc2csc(Nc3cnccn3)n2)cc1	100	98	89	98	97	92	97	102
34	C=CC(=O)Nc1cccc(Cl)c1	·	·	·	89	·	108	97	101
35	CN(C)c1cc(NC(=O)CNC(C)(C)C)c(O)c2c1C[C@H]1C[C@H]3[C@H](N(C)C)C(=O)C(C(N)=O)=C(O)[C@@]3(O)C(=O)C1=C2O	90	107	106	90	94	103	97	85
36	Cn1c(I)c(C#CCO[Si](C)(C)C(C)(C)C)c(=O)[nH]c1=O	5.4*	59	105	-23*	85	97	107	83
37	CNC(=O)NC(N)=O	99	97	97	·	104	97	95	99
38	CCN(CC)Cc1ccc(-c2nn3c(=O)c(Cl)c(C)nc3s2)cc1	114	86	95	·	106	81	91	98
39	O=[N+]([O-])c1cccc(-c2nnc(CSc3nnc(-c4ccccc4)o3)o2)c1	96	99	99	94	·	106	102	97
40	CS(=O)(=O)Nc1cc(-c2ccc3ncc(C#N)c(Nc4cccc(Cl)c4F)c3c2)cnc1Cl	2.5*	-25*	-5.3*	-11*	-37*	-8.9*	4.6*	·
41	O=c1[nH][nH]cc1Sc1ncn[nH]1	78	84	·	78	87	98	79	98
42	CC(=O)OC[Si](C)(C)c1ccccc1	108	92	·	112	110	110	96	98
43	COc1ccc(S(=O)(=O)N2C(=O)N(S(=O)(=O)c3ccc(OC)cc3)[C@H](OC)[C@H]2OC)cc1	90	39	104	84	93	91	96	94
44	Cc1ccc(O)c(N2C(=NCc3ccco3)NS(=O)(=O)c3cnccc32)c1	61	28	101	88	66	100	84	98
45	COc1ccc(-c2nc(SCc3nnc(-c4ccc(Cl)cc4)o3)[nH]c(=O)c2C#N)cc1	97	99	99	111	101	98	97	106
46	CCOC(OCC)c1cnc2nc(NC(C)=O)[nH]c(=O)c2n1	107	·	109	103	106	120	100	100
47	COc1ccc(Nc2n[nH]c(-c3ccc(Cl)cc3)c2C#N)cc1	100	93	121	100	97	105	89	110
48	COc1ccc(C2CC(c3ccccc3)=NN2c2nc(-c3cccs3)c(C#N)c(=O)[nH]2)cc1 (configuration not stated)	85	68	81	80	84	66	100	91
49	c1ccc([P+](CCC[P+](c2ccccc2)(c2ccccc2)c2ccccc2)(c2ccccc2)c2ccccc2)cc1	46	20	·	80	1.2*	75	87	81
50	O=C1N=C(N2CCOCC2)S/C1=C/c1ccco1	95	·	97	100	95	109	100	102

Later entries.
No.	SMILES	CCRF-CEM	HOP-92	EKVX	MOLT-4	RPMI-8226	HOP-62	A549/ATCC	M14
51	CCCCC/C(=C\c1ccccc1)C1OC(C)C(C)O1 (configuration not stated)	97	95	103	110	·	93	69	88
52	NC(=S)N/N=C(/c1cccs1)C1CC1	·	107	·	29	63	92	64	71
53	Nc1nc(SCc2ccc(Cl)cc2Cl)c2ncn(C3OC(CO)C(O)C3O)c2n1 (configuration not stated)	99	·	109	83	·	104	98	102
54	c1ccc2c(c1)CCc1c-2n[nH]c1-c1[nH]nc2c1CCc1ccccc1-2	100	82	88	108	101	129	111	110
55	CCOC(=O)c1cc(/C(=N/O)c2cc(OC)c(OC)c(OC)c2Br)n2cc(C)cc(C)c12	66	77	70	67	53	62	64	77
56	O=C(O)/C=C\C(=O)Nc1ccc2c(c1)Cc1cc(F)ccc1-2	110	97	90	109	98	88	106	96
57	C[C@H]1C(=O)N2c3ccccc3[C@@]3(O)C[C@@H](n4cnc5ccccc5c4=O)C(=O)N1[C@@H]23	95	102	103	105	125	97	·	108
58	N#CC1(c2ccccc2)C(c2ccccc2)CC(=O)CC1c1ccccc1 (configuration not stated)	33	55	75	70	58	98	75	76
59	COc1ccc(NS(=O)(=O)c2ccc(NC3=C(Cl)C(=O)c4ncccc4C3=O)cc2)nn1	101	112	99	103	102	95	111	107
60	COc1ccc(C(O)CCN(Cc2ccccc2)Cc2cc(OC)c(OC)c(OC)c2)cc1 (configuration not stated)	101	114	101	84	91	113	92	108

Some of these compounds in order of length of the SMILES, rising:
No.	SMILES	CCRF-CEM	HOP-92	EKVX	MOLT-4	RPMI-8226	HOP-62	A549/ATCC	M14
52	NC(=S)N/N=C(/c1cccs1)C1CC1	·	107	·	29	63	92	64	71
50	O=C1N=C(N2CCOCC2)S/C1=C/c1ccco1	95	·	97	100	95	109	100	102
46	CCOC(OCC)c1cnc2nc(NC(C)=O)[nH]c(=O)c2n1	107	·	109	103	106	120	100	100
47	COc1ccc(Nc2n[nH]c(-c3ccc(Cl)cc3)c2C#N)cc1	100	93	121	100	97	105	89	110
56	O=C(O)/C=C\C(=O)Nc1ccc2c(c1)Cc1cc(F)ccc1-2	110	97	90	109	98	88	106	96
58	N#CC1(c2ccccc2)C(c2ccccc2)CC(=O)CC1c1ccccc1 (configuration not stated)	33	55	75	70	58	98	75	76
53	Nc1nc(SCc2ccc(Cl)cc2Cl)c2ncn(C3OC(CO)C(O)C3O)c2n1 (configuration not stated)	99	·	109	83	·	104	98	102
60	COc1ccc(C(O)CCN(Cc2ccccc2)Cc2cc(OC)c(OC)c(OC)c2)cc1 (configuration not stated)	101	114	101	84	91	113	92	108
59	COc1ccc(NS(=O)(=O)c2ccc(NC3=C(Cl)C(=O)c4ncccc4C3=O)cc2)nn1	101	112	99	103	102	95	111	107
55	CCOC(=O)c1cc(/C(=N/O)c2cc(OC)c(OC)c(OC)c2Br)n2cc(C)cc(C)c12	66	77	70	67	53	62	64	77
49	c1ccc([P+](CCC[P+](c2ccccc2)(c2ccccc2)c2ccccc2)(c2ccccc2)c2ccccc2)cc1	46	20	·	80	1.2*	75	87	81
57	C[C@H]1C(=O)N2c3ccccc3[C@@]3(O)C[C@@H](n4cnc5ccccc5c4=O)C(=O)N1[C@@H]23	95	102	103	105	125	97	·	108

Further records:
No.	SMILES	CCRF-CEM	HOP-92	EKVX	MOLT-4	RPMI-8226	HOP-62	A549/ATCC	M14
61	NC(=S)N/N=C/c1ccccc1	100	·	·	105	116	116	99	110
62	Cc1cc(F)ccc1S(=O)(=O)Nc1cc(-c2c(O)ccc3ccccc23)c(O)c2ccccc12	22	19	19	18	12	80	20	18
63	Cc1nc2ccccc2n1CC1C(=O)NC(=O)NC1=O	103	98	106	98	115	105	96	110
64	Nc1c(Cl)ncnc1NCCO	101	85	130	110	96	103	105	108
65	COc1cc2c(c(OC)c1OC)CCC(c1cccc(NC(=O)c3ccc(Br)cc3)c1)O2 (configuration not stated)	67	58	77	41	57	87	67	81
66	Nc1ccc(/C=C/c2ccc3ncccc3c2)cc1	25	·	73	52	65	111	89	98
67	COc1ccc(-n2c(N)c(-c3nc4ccccc4[nH]3)cc(C#N)c2=O)cc1	98	85	79	99	92	91	95	109
68	O=C1OC2CCCC2C12C(=O)O[C@@H]1CCC[C@@H]12 (mixture of isomers)	84	106	96	105	101	101	85	103
69	CCCCCCCCCCCCCCCCCCNC(=O)[C@H]1CSC(c2ccc(OC)cc2O)N1 (some centres not stated)	6.9*	66	102	17	73	64	74	65
70	CC(S(=O)(=O)c1ccccc1)S(=O)(=O)c1ccccc1	99	98	104	95	94	100	97	112
71	CCOC(=O)c1c(N)sc(C(C)=O)c1C	100	68	56	85	80	80	100	101
72	COc1ccc(S(=O)O)cc1NC(C)=O	100	114	·	109	103	104	102	105
